# PAD4 inh = PAD4 (human) enzyme inhibition | 330,000 compounds, 0.41% hits | inhibition, % at 6.36 µM | recombinant PAD4, RCA probe fluorescence polarization;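 active means percent inhibition above a cutoff equal to the mean of all tested compounds plus 3 SD, cut at about 15% in these data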;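 further: 0% = PAD4 with RCA probe and DMSO and 100% = probe without PAD4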
# Fam108B inh = Fam108B inhibition, counter-screen for RBBP9 inhibitors. 300,000 compounds, 0.33% hits. recombinant Fam108B, FP-Rh probe fluorescence polarization. AID 1947. inhibition, % at 9.51 µM;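 active means inhibition above the screen mean inhibition plus 3 SD, computed separately per campaign, cut at about 18% in these data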;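 further: inhibitors lower polarization as less probe binds the enzyme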
# MEX-5 binding = C. elegans MEX-5 TCR-2 RNA binding activity; MEX-5/FITC-TCR2 RNA binding, fluorescence polarization; stronger effect = lower value; activity score (negative = inhibition of binding), % at 10 µM; 300,000 compounds, 0.38% hits; AID 1832;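 active means inhibition past about -25% in most replicates, and total fluorescence under double the plate's negative control median, limit read from the data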;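 further: 0% = DMSO and -100% = 5 µM competing unlabeled TCR2 RNA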
# Target sequence (Q9XUB2 whole entry, looked up): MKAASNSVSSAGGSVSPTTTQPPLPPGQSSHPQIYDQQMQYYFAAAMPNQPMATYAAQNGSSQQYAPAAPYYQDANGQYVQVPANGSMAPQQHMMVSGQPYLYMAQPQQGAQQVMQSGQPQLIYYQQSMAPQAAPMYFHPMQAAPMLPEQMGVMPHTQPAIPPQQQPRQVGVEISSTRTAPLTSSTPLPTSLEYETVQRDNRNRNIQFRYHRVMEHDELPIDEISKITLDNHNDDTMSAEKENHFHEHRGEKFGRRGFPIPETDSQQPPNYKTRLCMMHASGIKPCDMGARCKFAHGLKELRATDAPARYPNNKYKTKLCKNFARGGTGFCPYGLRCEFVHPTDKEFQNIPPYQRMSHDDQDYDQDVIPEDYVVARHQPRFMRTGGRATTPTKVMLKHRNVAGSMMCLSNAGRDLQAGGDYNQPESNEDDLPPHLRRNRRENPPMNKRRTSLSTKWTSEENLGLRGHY
# TPT1 inh = C. albicans TPT1 enzyme inhibition | AID 1962 | 300,000 compounds, 0.81% hits | recombinant caTPT1, FP RNA substrate dephosphorylation | inhibition, % at 5 µM;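 active means inhibition above the mean of all tested compounds plus 3 SD, set per screening campaign, cut at about 24% in these data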;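 further: plate controls were DMSO alone for no effect and ferristatin control at 100 nM for full effect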
# MCL1-BIM inh = inhibitors of human MCL1 binding to BIM-BH3 peptide; Q07820; GST-MCL1 / FITC-Bim-BH3 fluorescence polarization; inhibition, % at 10.9 µM; 320,000 compounds, 0.68% hits;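 active means inhibition above the mean inhibition of all tested compounds plus 3 SD, set per campaign, cut at about 40% in these data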;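 further: 0% = DMSO wells and 100% = unlabeled Bim-BH3 peptide control; higher means more loss of mP so more displacement of Bim peptide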
# GSTO1 inh = GSTO1 inhibition, counter-screen for RBBP9 inhibitors; recombinant GSTO1, activity-based probe fluorescence polarization; inhibition, % at 5.96 µM; AID 1974; 300,000 compounds, 1.1% hits; P78417;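 active means inhibition above the campaign mean inhibition plus 3 SD, cut at about 35% in these data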;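 further: 0% = GSTO1-1 with DMSO and 100% = wells lacking GSTO1-1 enzyme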
# GLD-1 TGE inh = GLD-1-TGE RNA interaction inhibition (C. elegans). Q17339. purified GLD-1 + fluorescein TGE RNA, fluorescence polarization. inhibition, % at 5.96 µM. 320,000 compounds, 0.44% hits. AID 2280;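 active means percent inhibition above a per-plate cutoff, the plate mean of test compounds plus 3 SD, cut at about 30% in these data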;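 further: 0% = DMSO wells with GLD-1 and probe and 100% = wells lacking GLD-1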
# BCLXL inh = blocks human Bcl-xL binding to Bim BH3 peptide; Q07817; AID 2129; inhibition, % at 10.9 µM; 320,000 compounds, 0.7% hits; GST-Bcl-xL / FITC-Bim BH3 peptide fluorescence polarization;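 active means inhibition above the mean of all tested compounds plus 3 SD, cutoff set per campaign, cut at about 30% in these data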;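 further: 0% = DMSO wells and 100% = unlabeled Bim-BH3 peptide competitor; inhibitors lower millipolarization by displacing the labeled peptide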
# Target sequence (Q07817 whole entry, looked up): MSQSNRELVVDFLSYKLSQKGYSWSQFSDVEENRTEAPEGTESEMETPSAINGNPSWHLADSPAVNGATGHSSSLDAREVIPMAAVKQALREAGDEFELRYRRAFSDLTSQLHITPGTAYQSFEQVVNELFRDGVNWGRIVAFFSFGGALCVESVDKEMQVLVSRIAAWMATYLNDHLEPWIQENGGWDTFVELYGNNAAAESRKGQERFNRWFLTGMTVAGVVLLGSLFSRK
# PME-1 inh = blocks human protein phosphatase methylesterase 1 | inhibition, % at 5.9 µM | Q9Y570 | 320,000 compounds, 0.53% hits | recombinant PME-1, FP-Rh probe fluorescence polarization;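 active means inhibition above the campaign mean of all compounds plus 3 SD, cut at about 26% in these data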;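 further: competitive labeling of PME-1 active site by serine hydrolase directed probe; 0% = PME-1 with DMSO and 100% = wells lacking PME-1 enzyme; inhibitors block probe labeling so polarization falls and inhibition rises; many of its hits are not listed in these tables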
# Target sequence (Q9Y570 whole entry, looked up): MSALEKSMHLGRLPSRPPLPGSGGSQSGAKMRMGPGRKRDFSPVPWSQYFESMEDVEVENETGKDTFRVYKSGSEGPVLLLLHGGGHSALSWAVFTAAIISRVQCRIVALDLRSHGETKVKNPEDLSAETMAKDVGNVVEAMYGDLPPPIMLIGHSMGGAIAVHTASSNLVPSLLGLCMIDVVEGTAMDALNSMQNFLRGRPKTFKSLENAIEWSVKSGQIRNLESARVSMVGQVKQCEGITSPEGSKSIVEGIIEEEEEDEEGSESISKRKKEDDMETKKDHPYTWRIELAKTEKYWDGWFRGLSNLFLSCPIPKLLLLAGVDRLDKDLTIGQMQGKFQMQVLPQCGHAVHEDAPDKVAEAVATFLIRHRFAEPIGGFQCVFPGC
# * = called active by the depositor; . = no result given. Only part of the results is shown; count on the stated rates, not on these rows.
SMILES,PAD4 inh,Fam108B inh,MEX-5 binding,TPT1 inh,MCL1-BIM inh,GSTO1 inh,GLD-1 TGE inh,BCLXL inh,PME-1 inh
Cc1ccc(C2CC(c3ccccc3)n3ncnc3N2)cc1 (configuration not stated),3,1,3.5,1,0,-1,1,2,9
CCOC(=O)c1c(N)sc(C(=O)N(CC)CC)c1C,-5,0,-0.7,0,1,5,-1,2,7
Cn1cc(/C=N/NC(=O)c2ccc(C#N)cc2F)c2ccccc21,0,9,-4.9,-4,8,5,-3,0,3
CCOC(=O)C1=CSC2=NS(=O)(=O)CCN12,-5,-1,-1.2,-3,-1,5,-1,4,1
COc1cccc(NS(=O)(=O)c2ccc3c(c2)NC(=O)C(C)S3)c1 (configuration not stated),0,1,-1.0,-3,2,8,-1,3,-3
CC(C)c1ccccc1OCC(=O)N1CCCCCCC1,-2,2,-2.5,2,5,2,4,7,1
CCOc1ccc(NC(=O)CSc2nnnn2-c2ccc(C(N)=O)cc2)cc1,2,-2,-0.2,1,-2,1,4,0,1
CC1=C(C(=O)OCC(C)C)[C@]23C(=O)c4ccccc4[C@@]2(O1)OC(N)=C3C#N,2,7,-0.7,2,7,-1,4,3,3
COc1cccc(OC)c1C(=O)NC(C)C12CC3CC(CC(C3)C1)C2 (configuration not stated),-4,-3,0.0,-5,6,-2,-3,4,3
NNC(=O)c1cccc(COc2cccc(Br)c2)c1,0,-8,0.9,-1,7,4,3,2,-8
COc1ccc(-n2c(C)cc(C(=O)Cn3nc(C(=O)O)c4ccccc4c3=O)c2C)cc1,-2,-4,2.0,-1,2,10,1,3,-14
CCc1nnc(NC(=O)c2ccc(S(=O)(=O)N3CCCCC3C)cc2)s1 (configuration not stated),6,3,-2.4,-1,1,-2,-6,4,1
CCOC(=O)c1cc(-c2ccc(Cl)cc2)nc2c1c(C)nn2CCC#N,-2,-6,0.7,-1,2,-5,0,2,-5
CCOc1ccc(NC(=O)CN2C(=O)C3CC=CCC3C2=O)cc1 (configuration not stated),0,-5,-2.9,-5,5,0,2,2,-5
Cn1c(SCC(=O)Nc2cccc(F)c2)nc2c(c1=O)SCC2,-2,1,3.0,0,-2,2,-6,-1,5

# Retrieved by structure from the list above, two records:
SMILES,PAD4 inh,Fam108B inh,MEX-5 binding,TPT1 inh,MCL1-BIM inh,GSTO1 inh,GLD-1 TGE inh,BCLXL inh,PME-1 inh
CCOc1ccc(NC(=O)CSc2nnnn2-c2ccc(C(N)=O)cc2)cc1,2,-2,-0.2,1,-2,1,4,0,1
CCOC(=O)C1=CSC2=NS(=O)(=O)CCN12,-5,-1,-1.2,-3,-1,5,-1,4,1

# The list continues:
SMILES,PAD4 inh,Fam108B inh,MEX-5 binding,TPT1 inh,MCL1-BIM inh,GSTO1 inh,GLD-1 TGE inh,BCLXL inh,PME-1 inh
CN(c1ccccc1)S(=O)(=O)c1cccc(C(=O)NC2CCCCC2)c1,-4,.,.,.,-2,.,6,-2,4
C=CCNCCOc1cccc(Br)c1,-5,2,-0.4,-1,4,7,-4,3,-12
CC1CCCN(C(=O)Cn2c(=O)oc3ccccc32)C1 (configuration not stated),1,-4,5.6,0,5,3,3,3,0
COc1ccc(NC(=O)CCNC(=O)Cn2cnc3ccccc3c2=O)cc1OC,-4,-1,-2.7,1,-1,1,-3,5,2
CCOc1cc(N2CCOCC2)c(OCC)cc1NC(=O)COc1cccc(CC)c1,3,.,.,.,-8,.,6,-14,13
O=Cc1ccc(OC(=O)CCCCC(=O)Oc2ccc(C=O)cc2)cc1,1,-4,0.1,-4,5,-2,2,1,3
CO/C([O-])=N/c1c[n+](-c2ccc(Cl)cc2)no1,1,1,-1.5,-2,-3,3,5,2,5
Cc1ccc2nc(NC(=O)c3ccco3)sc2c1,-4,0,1.9,-3,5,-4,0,5,-7
COc1ccc(CNC(=O)CCCSc2ccccc2)cc1,-3,-1,0.3,-1,-6,6,0,-5,3
COCC(=O)N/N=C(\C)CC(=O)NCc1ccco1,0,-3,-5.1,5,2,-6,-11,0,2
COc1ccc(OC)c(C2C(C(N)=O)=C(C)Nc3nc(-c4cccc(Cl)c4)nn32)c1 (configuration not stated),-4,-2,-0.2,-2,3,-5,2,8,-9
COC(=O)CSc1nc2cc3c(cc2cc1C)OCCO3,1,3,0.0,-1,1,-15,-8,-2,0
O=C(Nc1cccc(-c2nn[nH]n2)c1)c1cccs1,-2,-3,-1.1,-3,4,-5,-5,6,1
O=C(COc1ccccc1F)NCc1ccc(-n2cccc2)cc1,-1,-1,-0.6,1,-6,-3,4,4,4
Cc1ccc(NC(=O)c2ccsc2)cc1NS(C)(=O)=O,-1,-2,0.8,-2,3,-2,5,4,-7
Cc1ccccc1Cn1c2ccccc2c2cnn(CC(=O)NCc3ccccn3)c(=O)c21,-4,-3,-1.8,-5,6,8,0,2,2
CCCCOC(=O)CSC1=C(C#N)C(c2cccnc2)C(C(=O)OCC)=C(c2ccccc2)N1 (configuration not stated),-1,-1,1.9,-1,-3,-9,5,2,-5
Cc1ccc(-n2nnnc2-c2nc3ccccc3s2)cc1,-2,-1,1.3,-1,8,1,4,5,2
Cc1nnsc1C(=O)N/N=C/c1ccc2ccccc2c1O,-6,6,-2.1,110*,84*,31,-57,75*,6
O=C(CCN1C(=O)/C(=C/c2ccc(F)cc2)SC1=S)NCCCn1ccnc1,-37,-5,-7.7,2,0,1,-8,-1,-6
O=C(CCCCCNC(=O)N1CCn2c1nc1ccccc12)NCc1ccccc1Cl,2,-1,-0.5,0,-3,3,3,-1,10
Oc1ccc(C(=S)N2CCCCC2)cc1Cl,5,6,0.0,1,1,-6,-7,3,8
CCC(C)NC(=O)Cn1cc2c(n1)CCC(C)C2 (configuration not stated),-2,2,1.3,1,-3,-3,3,2,6
Cc1ccc2nc(C3CCCCC3)[nH]c2c1,1,3,2.2,-5,7,-9,4,7,-1
O=C(Cn1ccnc1)c1ccc(O)c(O)c1,-4,.,.,.,8,.,1,8,-5
COc1ccc(Nc2nc(C)cc(C)c2C(N)=O)c(OC)c1,-1,1,2.7,-2,5,5,7,5,-1
O=c1cc(CN2CCN(c3ccc(F)cc3)CC2)nc2sccn12,-3,-5,-12,-19,34,9,24,34*,-5
CCc1ccc(N2CN=c3s/c(=C\c4ccccc4)c(=O)n3C2)cc1,-3,-2,-1.9,0,4,-9,6,8,0
O=S(=O)(/C=C/c1ccccc1)NC1CCCCCCC1,-8,0,0.6,0,14,3,4,2,1
CCCCC(c1nnnn1CC1CCCO1)N1CCN(c2ccccc2)CC1 (configuration not stated),-8,-7,4.5,0,6,-5,-2,2,-5
CN(C)S(=O)(=O)c1ccc(N2CCCC2)c(C(=O)OCC(=O)N2CCN(c3ccccc3)CC2)c1,-6,-3,0.5,0,-7,1,8,-2,-4
COc1ccccc1-c1ccc(Nc2cccc(C(F)(F)F)c2)nn1,1,-5,-0.9,1,2,3,-1,2,-5
CCOC(=O)N1CCN(S(=O)(=O)c2cc(OCC(N)=O)c(C)cc2Cl)CC1,-4,1,3.3,-1,6,3,18,4,2
N#Cc1nc(-c2cccs2)oc1NCCc1ccccc1,-5,1,2.1,1,3,-9,-3,6,13
Cn1c(SCC(=O)NC2CC2)nnc1-c1ccccn1,-1,1,-0.9,0,2,-2,5,3,3
CC(=O)Nc1ccc(OCC(O)CN2CCN(S(=O)(=O)c3ccc(NC(C)=O)cc3)CC2)cc1 (configuration not stated),1,-2,0.6,-1,1,-8,1,-5,-3
CN(C)c1ccc(-c2nn3c(-c4ccccc4Cl)nnc3s2)cc1,-2,1,-0.8,-2,8,2,4,8,-86
CC(C)C(=O)N1CCN(c2ccc([N+](=O)[O-])c(NC(C)c3ccccc3)c2)CC1 (configuration not stated),-1,8,-4.0,21,-2,-8,-6,2,-1
CCc1nccn1CCC(=O)NC1CCCc2c1cnn2-c1ccc(F)cc1F (configuration not stated),-3,-5,4.1,2,-7,0,-5,1,-1
CCCN(CC(=O)Nc1ccccc1OC)C(=O)c1ccc2[nH]c3c(c2c1)CC(C)CC3 (configuration not stated),0,.,.,.,-1,.,10,-1,0
O=C(NC1CCN(Cc2ccccc2)CC1)c1cccc(S(=O)(=O)Nc2ccc(F)cc2)c1,-4,.,.,.,-3,.,-8,1,4
COc1ccc(-c2nc3cnccn3c2NCc2ccccc2)cc1SC1CCCCC1,-4,12,1.7,10,2,-9,-2,3,4
COc1ccc(CCNC(=O)C2CCCN2C(=O)Nc2cccc(OC)c2)cc1 (configuration not stated),2,0,0.8,5,-2,1,-3,-1,-1
Cc1ccc(NC(=O)N2CCN(Cc3ccc4c(c3)OCO4)CC2)cc1,4,-2,.,0,12,0,2,10,0
Cn1c(SCC(=O)Nc2ccc(C(N)=O)cc2)nc2c(c1=O)SCC2,0,1,-2.5,1,3,5,-2,4,-1
COc1ccc(CC(=O)OCC(=O)N(C)C2CCS(=O)(=O)C2)cc1OC (configuration not stated),-6,5,-0.1,3,-8,-4,3,-5,-3
C=CCNC(=O)c1c(Br)cnn1-c1ccc(C)cc1,1,1,1.8,0,9,3,3,8,3
COc1cc(Cl)c(C)cc1NC(=O)CSCC#N,4,1,0.5,-1,12,5,5,6,-3
Cc1ccc(OCc2cc(C(=O)NCCc3cccnc3)no2)cc1C,-1,-1,0.8,1,5,-3,-6,3,0
Cc1cc(NC(=O)c2ccc(Cl)cc2)n(-c2ccccc2)n1,-4,0,-0.6,0,-2,4,-4,1,-12
CCCCCCCCCCC[C@@H](C[C@@H]1OC(=O)[C@H]1CCCCCC)OC(=O)[C@H](CC(C)C)NC=O,2,4,2.4,-6,-1,7,7,8,-3
CC(C)(C)c1cc(-c2ccccc2)no1,11,0,1.2,-1,4,15,7,4,-7
CC(=O)Nc1ccc(-c2ccnc(-c3ccc(NC(C)=O)cc3)n2)cc1,1,1,2.0,-2,-3,4,7,4,-3
O=C(O)C1CCCN1C(=O)Nc1ccc(F)cc1 (configuration not stated),-3,0,-2.9,3,1,7,6,0,-11
CN(CC(O)COCc1cccs1)C1CCCCC1 (configuration not stated),4,3,0.0,-3,9,6,4,5,-8
NS(=O)(=O)c1ccc(NC(=S)Nc2ccc(F)c(F)c2)cc1,-2,2,-2.5,0,5,5,-1,5,-9
Cc1ccc([C@@H]2[C@@H]3C(=O)N(C)C(=O)[C@@H]3[C@]3(Cc4ccccc4)C(=O)N(CCO)CC(=O)N23)o1,3,9,-1.1,-2,0,9,7,6,5
CCOC(=O)N1CCN(S(=O)(=O)c2ccc(C(=O)N(CCCN(C)C)c3nc4ccc(CC)cc4s3)cc2)CC1,3,1,-0.6,-1,-3,8,-2,2,1
CCOc1ccccc1NC(=O)CSc1nnc(Cc2ccc(OC)cc2)c(=O)n1N,8,4,1.5,-4,5,13,11,2,12
CCN(CC)C(=O)c1cccc(C)c1,-2,1,3.2,-1,-7,-5,-1,4,-2
# Later entries:
SMILES,PAD4 inh,Fam108B inh,MEX-5 binding,TPT1 inh,MCL1-BIM inh,GSTO1 inh,GLD-1 TGE inh,BCLXL inh,PME-1 inh
COc1ccc(CN(CC(=O)NC2CCCC2)C(=O)c2csnn2)cc1,-2,0,0.6,-4,4,0,3,7,0
CC(CN1CCN(C/C=C/c2ccccc2)CC1)c1ccccc1 (configuration not stated),-2,2,6.0,0,-1,-5,5,-1,-2
Cc1cc(C)n2nc(C(=O)OCC(=O)c3c[nH]c4ccccc34)nc2n1,-1,-3,-5.1,3,-4,1,-3,-3,-5
Cn1c(CCN2CCOCC2)nc2cc(NC(=O)COc3ccccc3)ccc21,2,0,3.1,2,6,-5,-1,4,3

# Bioassay records deposited in PubChem by several laboratories.
